Assay outcomes (PubChem BioAssay)
TPT1 inhibitor: Candida albicans TPT1 enzyme inhibitors, primary screen, biochemical, fluorescence polarization. tRNA 2'-phosphotransferase TPT1 (Candida albicans SC5314). recombinant caTPT1, FP RNA substrate dephosphorylation. inhibition, % at 5 µM. actives 0.81% (n = 300,000). AID 1962, 2009;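 active = inhibition above the mean of all tested compounds plus 3 SD, set per screening campaign, cut at about 24% in these data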;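 also: plate controls were DMSO alone for no effect and ferristatin control at 100 nM for full effect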
ZTA counter: ZTA (EBV) inhibition in EBNA-1 counter-screen; inhibition, % at 11 µM; P03206; actives 0.15% (n = 320,000); AID 2234; ZTA-DNA binding, fluorescence polarization; in the data active = inhibition above about 33%
Target sequence (P03206 whole entry, looked up): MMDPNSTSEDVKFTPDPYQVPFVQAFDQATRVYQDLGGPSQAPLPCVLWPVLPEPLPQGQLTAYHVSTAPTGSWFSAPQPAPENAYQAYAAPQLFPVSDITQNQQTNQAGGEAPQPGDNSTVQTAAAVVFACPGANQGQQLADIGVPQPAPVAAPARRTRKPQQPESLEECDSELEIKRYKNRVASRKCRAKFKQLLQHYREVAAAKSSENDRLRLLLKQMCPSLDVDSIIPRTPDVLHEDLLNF
EBNA-1 inhibitor: EBNA-1 DNA-binding inhibitors, primary screen, biochemical, fluorescence polarization. inhibition, % at 14.8 µM. AID 1950, 2009. actives 0.34% (n = 300,000); in the data active = inhibition above about 28%
CTSL1 counter: Fasciola hepatica cathepsin L1 inhibitors, primary screen, counter-screen for PFM18AAP inhibitor project, biochemical, QFRET, fluorogenic peptide substrate; actives 0.49% (n = 300,000); recombinant F. hepatica cathepsin L1, Z-Leu-Arg-MCA fluorescence; inhibition, % at 5.96 µM; AID 1906, 2009;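 active = inhibition above the mean of all tested compounds plus 3 SD, set per screening campaign, cut at about 17% in these data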;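 also: 0% = plate median of test compound wells and 100% = 1 µM Z-Phe-Ala-diazomethylketone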
HCV core dimer: inhibitors of HCV core protein dimerization, primary screen, biochemical, TR-FRET, high-throughput. TR-FRET GST/Flag-core106 dimerization, 1536-well. inhibition, % at 5 µM. actives 0.33% (n = 300,000). AID 1899, 2009;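 active = inhibition above the mean of all tested compounds plus 3 SD, set per screening campaign, cut at about 45% in these data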
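System: GST-tagged and Flag-tagged HCV core protein residues 1-106 / Input: core106 proteins, GST 13.5 nM and Flag 17 nM / Buffer or medium: KF-containing HEPES buffer, pH 7.45, DTT, CHAPS, BSA / Probe or stimulus: Eu-anti-GST and XL665-anti-Flag labelled anti-tag antibodies / Schedule: 4 h, 22.5 °C incubation / Technique: TR-FRET 671 and 617 nm emission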
PP5 inh: PP5 phosphatase inhibitors, primary screen, biochemical, fluorescence. purified PP5c, OMFP substrate fluorescence. Serine/threonine-protein phosphatase 5 (Homo sapiens), P53041. inhibition, % at 6.7 µM. AID 1987, 2009. actives 0.18% (n = 320,000);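 active = inhibition above the campaign's mean inhibition across all tested compounds plus 3 SD, cut at about 9.5% in these data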;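 also: 0% = DMSO only and 100% = 100 µM cantharidin control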
GASC-1 inh: inhibitors of GASC-1 histone demethylase, primary screen, biochemical, fluorescence, DELFIA europium | Lysine-specific demethylase 4C (Homo sapiens), Q9H3R0 | GST-JMJD2C(1-420) H3K9me3 demethylation | inhibition, % at 2.35 µM | actives 0.069% (n = 330,000) | AID 2099, 2009;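 active = more than half of a compound's replicate wells show inhibition beyond 50%, single wells judged on their own value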;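 also: signal counts dimethyl H3K9 product captured on neutravidin plate; 0% = median of DMSO wells and 100% = 0.3 times that DMSO median; strong numbers were not always called active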
Target sequence (Q9H3R0 1-420 limits assumed): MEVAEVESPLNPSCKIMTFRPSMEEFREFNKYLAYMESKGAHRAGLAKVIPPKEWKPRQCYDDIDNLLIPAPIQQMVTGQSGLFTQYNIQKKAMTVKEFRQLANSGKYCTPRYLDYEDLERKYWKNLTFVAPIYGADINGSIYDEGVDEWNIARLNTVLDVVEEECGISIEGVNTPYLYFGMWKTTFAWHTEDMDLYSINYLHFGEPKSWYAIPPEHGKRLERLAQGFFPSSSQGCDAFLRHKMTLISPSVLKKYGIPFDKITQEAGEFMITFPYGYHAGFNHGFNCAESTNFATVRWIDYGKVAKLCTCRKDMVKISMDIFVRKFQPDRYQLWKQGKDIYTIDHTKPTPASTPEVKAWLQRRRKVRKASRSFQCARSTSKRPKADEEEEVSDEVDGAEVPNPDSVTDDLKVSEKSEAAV
CR mimetic SO: reduction of superoxide in aged yeast, primary screen, HTS; S. cerevisiae aged cells, superoxide DHE fluorescence; active compounds read low; superoxide response (% of plate mean), % at 10 µM; actives 0.18% (n = 330,000);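 active = superoxide response under a set limit, about three screen SD below normal, cut at about 65% in these data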;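 also: yeast aged for seven days with compound at 30 °C before DHE staining; 100% = average MFI of all compound-treated wells on the plate with controls excluded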
PP1 counter: PP1-alpha phosphatase inhibitors, primary screen, counter-screen for PP5 inhibitor project, biochemical, fluorescence, OMFP substrate, single point. purified PP1alpha. inhibition, % at 6.7 µM. actives 0.9% (n = 320,000);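 active = inhibition above the mean inhibition of all tested compounds plus 3 SD, computed separately for each screening campaign, cut at about 15% in these data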
Target sequence (P62136 whole entry, looked up): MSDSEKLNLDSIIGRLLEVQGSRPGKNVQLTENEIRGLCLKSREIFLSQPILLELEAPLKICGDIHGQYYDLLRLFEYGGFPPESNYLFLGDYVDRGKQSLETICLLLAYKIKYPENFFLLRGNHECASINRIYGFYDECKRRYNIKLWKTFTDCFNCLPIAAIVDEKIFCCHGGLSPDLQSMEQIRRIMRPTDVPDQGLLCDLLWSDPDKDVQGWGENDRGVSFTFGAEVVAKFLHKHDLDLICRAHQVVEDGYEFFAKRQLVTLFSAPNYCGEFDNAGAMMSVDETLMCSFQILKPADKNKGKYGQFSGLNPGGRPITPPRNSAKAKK
Numbers without * were called inactive; . = not tested or not shown; & = joins results of further samples.

SMILES | TPT1 inhibitor | ZTA counter | EBNA-1 inhibitor | CTSL1 counter | HCV core dimer | PP5 inh | GASC-1 inh | CR mimetic SO | PP1 counter
C=CCN(c1ccccc1)S(=O)(=O)c1ccc2c(c1)oc(=O)n2C | 3 | -4 | -5 | -1 | -16 | 4.4 | -1 | 108 | -4
C[C@H](CCCC/C=C/C(=O)O)O[C@@H]1O[C@@H](C)[C@H](O)C[C@H]1O | . | 17 | . | . | . | 0.0 | 5 | 107 | -7
Cc1ccc(CCSc2ccc(F)cc2)cn1 | -1 | -6 | -8 | -3 | 1 | 1.2 | 4 | 99 | -6
CCOc1ccc(OCC)c(NC(=O)CCSCCc2ccccn2)c1 | -1 | -8 | 10 | -4 | 1 | 1.6 | 2 | 88 | 0
COc1ccc(C(=O)NCCS(=O)(=O)NCc2ccc(C)cc2)cc1 | -2 | 5 | 5 | -1 | 4 | 0.6 | 5 | 107 | -9
COc1ccccc1NC(=O)CSc1nc2sc(C)c(C)c2c(=O)n1Cc1ccco1 | 1 | 9 | 12 | 4 | 11 | 1.6 | -6 | 100 | 0
CN(C)/C=C/C(=O)c1ccccc1F | -1 | 4 | 3 | 1 | 3 | -0.5 | 1 | 99 | -4
Cc1cccc(NC(=O)CSc2nc3nc(C)cc(C)n3n2)c1 | -4 | -1 | -2 | -3 | 10 | 2.0 | -7 | 102 | -1
Cc1nc(N)nc(N/N=C/c2c(F)cccc2Cl)n1 | -5 | 15 | 12 | 2 | -14 | -2.2 | 10 | 94 | -3
CCN(CC)S(=O)(=O)c1ccc(Nc2cc(C)nc3ncnn23)cc1 | 3 | 5 | 6 | -8 | -7 | 2.3 | -30 | 102 | 2
CCN(CC)C(=O)Oc1ccc2cc(Br)ccc2c1 | -2 | 18 | 3 | 0 | 8 | -1.8 | 4 | 89 | 0
COc1ccc(CCN2C(=O)C3C(C2=O)C2C=CC3C23CC3)cc1OC (configuration not stated) | 3 | 6 | -6 | -4 | -3 | -0.2 | -17 | 89 | 1
COCC(=O)Nc1ccc([N+](=O)[O-])cc1OC | -1 | 8 | 7 | 7 | -16 | -2.6 | -1 | 91 | -6
CC(=O)Nc1ccc(S(=O)(=O)Nc2ccc(N3CCOCC3)cc2)cc1 | 1 | -3 | -12 | 1 | -3 | 0.2 | 3 | 104 | -3
COc1ccc(NC(=S)NC2CC3CCCC(C2)N3C2CC2)cc1 (configuration not stated) | -1 | 5 | -3 | -1 | 9 | 0.8 | 0 | 110 | -3
CC(C)NC(=O)NC(=O)CSc1nncs1 | -2 | 15 | 8 | 3 | 0 | -1.1 | -28 | 105 | -3
Cc1ccc(NC(=O)C2C3CCCC2C3c2ccccc2)cc1 (configuration not stated) | 0 | -17 | -1 | -1 | -8 | 3.3 | 15 | 114 | 6
COc1ccc(CC2(CO)CCN(Cc3cnc(-c4ccccc4C)nc3)CC2)cc1 | -2 | -1 | 10 | 0 | 2 | 1.2 | -1 | 87 | -3
COc1ccccc1-c1nc(C#N)c(N2CCN(C(c3ccccc3)c3ccccc3)CC2)o1 | 1 | 2 | 6 | -2 | 8 | 1.2 | 2 | 88 | 0
CC(=N\NC(=O)c1ccccc1)/C(=N/O)C(=O)Nc1ccccc1 | 1 | 16 | 10 | 1 | 4 | -0.7 | -2 | 95 | -4
C=CCSc1nc2sc3c(c2c(=O)n1CC)CCC3 | -2 | 1 | 0 | 5 | -1 | 0.7 | 1 | 94 | -1
N#CCc1cc2ccc3cccc4ccc(c1)c2c34 | -6 | 7 | 1 | 6 | -1 | 1.6 | -3 | 98 | 5
CCN(CC)Cc1c(O)ccc2occ(C(=O)c3ccccc3)c12 | -2 | 6 | 9 | 1 | 8 | -0.8 | 10 | 100 | -3
CN(Cc1ccccc1)C(=O)c1ccc([N+](=O)[O-])o1 | -3 | -17 | -19 | 1 | -9 | 3.4 | 1 | 119 | -6
[O-][n+]1ccc(C2CC2)cc1 | 0 | -20 | -3 | -3 | -4 | 1.2 | 0 | 97 | -1
O=C(c1cccc(Oc2c(Cl)cccc2[N+](=O)[O-])c1)N1CCOCC1 | -1 | -5 | 4 | 1 | 2 | 1.4 | -18 | 113 | -2
CSc1nc(C)cc(SC(C(C)=O)C(=O)Nc2ccccc2)n1 (configuration not stated) | 5 | 1 | 2 | 4 | 3 | -0.5 | 0 | 100 | 1
CCc1noc(C)c1C(=O)N(CC)c1nc2c(C)cccc2s1 | 0 | -8 | 3 | 0 | -3 | -0.3 | -8 | 95 | -3
CCSc1nc(N)c2c3c(sc2n1)CN(C)CC3 | 9 | 3 | -17 | 0 | 5 | 3.3 | -1 | 96 | 3
COc1ccc(NC(=O)CSc2nc(SC)ns2)c(OC)c1 | -2 | -11 | -3 | -2 | -14 | -1.5 | 5 | 109 | 6

Quoted from above (2 entries):
SMILES | TPT1 inhibitor | ZTA counter | EBNA-1 inhibitor | CTSL1 counter | HCV core dimer | PP5 inh | GASC-1 inh | CR mimetic SO | PP1 counter
CCSc1nc(N)c2c3c(sc2n1)CN(C)CC3 | 9 | 3 | -17 | 0 | 5 | 3.3 | -1 | 96 | 3
COc1ccc(NC(=O)CSc2nc(SC)ns2)c(OC)c1 | -2 | -11 | -3 | -2 | -14 | -1.5 | 5 | 109 | 6

Returning to the listing, starting 2 compounds before the break.
SMILES | TPT1 inhibitor | ZTA counter | EBNA-1 inhibitor | CTSL1 counter | HCV core dimer | PP5 inh | GASC-1 inh | CR mimetic SO | PP1 counter
CCSc1nc(N)c2c3c(sc2n1)CN(C)CC3 | 9 | 3 | -17 | 0 | 5 | 3.3 | -1 | 96 | 3
COc1ccc(NC(=O)CSc2nc(SC)ns2)c(OC)c1 | -2 | -11 | -3 | -2 | -14 | -1.5 | 5 | 109 | 6
O=C(Nc1ncc(Cc2cccc(C(F)(F)F)c2)s1)C1CCCO1 (configuration not stated) | 1 | -2 | -1 | 0 | -3 | 0.1 | 1 | 97 | -1
CCCCc1ccc(NC(=O)Nc2cnccn2)cc1 | 0 | 17 | 5 | 2 | -1 | 2.7 | 16 | 105 | 0
CC1CCN(S(=O)(=O)c2ccc(C(=O)NNC(=O)C3CC3)cc2)CC1 | -1 | 6 | 12 | 2 | 2 | 0.0 | -14 | 100 | -3
CCCC(c1nnnn1Cc1ccc(OC)cc1)N1CCN(c2ccccc2OC)CC1 (configuration not stated) | -2 | 2 | 3 | 0 | 9 | 1.7 | -1&2 | 112 | 1
COc1ccc(NC(=O)Cc2nc3ccccc3[nH]2)cc1 | -1 | 7 | 1 | 0 | -3 | 2.2 | -9 | 92 | -5
Cc1nc2ccccc2c2c1C(=O)N(Cc1cccnc1)C2=O | -5 | 6 | 9 | 4 | 5 | 2.1 | -37 | 132 | -1
O=C(COC(=O)/C=C/c1ccc(OC(F)F)cc1)NC(=O)NCc1ccccc1 | . | 14 | . | . | . | 4.0 | 5 | 85 | 2
CCN(CC)CCNC(=O)c1ccc(Sc2ccc(C)cc2)c(NC(C)=O)c1 | -2 | -6 | 11 | 2 | 4 | -0.8 | 7 | 90 | 0
Cc1cccc(N2C(=O)N3[C@@H]4c5ccccc5OC[C@@H]4[C@@H](c4ccccc4)[C@]3(C)C2=O)c1 | 1 | -6 | 2 | -1 | 7 | 1.5 | 3 | 103 | -2
CCCc1cc(C(=O)Nc2ccc(C(C)=O)cc2)no1 | -5 | -13 | 0 | 17* | 10 | -5.8 | -1 | 97 | -1
O=c1cc(-c2ccccc2)cc(-c2ccccc2)n1CCCO | -2 | -4 | 2 | 7 | -24 | -9.7 | 5 | 109 | 19*
O=C(Cc1ccccc1)Nc1ncccc1Cl | -1 | -4 | 5 | -2 | -2 | -1.8 | 4 | 97 | -3
CCn1cnc2c1c(=O)n(Cc1nnc3n1-c1ccccc1SC3)c(=O)n2Cc1ccccc1 | 2 | 19 | -2 | -2 | 5 | 0.9 | -21&-3 | 90 | -1
CCOC(=O)C(Cc1ccccc1)NC(=O)CCc1nnc2ccc(N3CCOCC3)nn12 (configuration not stated) | -1 | 0 | -6 | -2 | -5 | 0.0 | -17 | 90 | 1
CCOCCCN(C)C1CCN(C(=O)c2oc3ccccc3c2NC(=O)Cc2cccc([N+](=O)[O-])c2)CC1 | 1 | 0 | -6 | 1 | -2 | 1.4 | 7 | 116 | 0
CCC(C)N(C(=O)CSc1nc(-c2ccccc2)cs1)C1CCS(=O)(=O)C1 (configuration not stated) | 0 | -2 | 4 | 0 | 1 | 0.1 | 7 | 86 | 1
CCNC(=S)Nc1ccc2c(c1)oc1ccccc12 | -3 | 3 | -3 | 1 | 5 | -0.9 | -5 | 75 | -2
Cc1ccc(NC(=O)CN2CCC(NC(=O)c3ccccc3F)CC2)cc1C | -3 | 9 | -1 | 2 | -3 | -0.8 | 1 | 103 | -1
OCCC1CN(Cc2cnc(N3CCCC3)s2)CCN1Cc1ccccc1 (configuration not stated) | 4 | -16 | -4 | -4 | -2 | 2.2 | -3 | 115 | -5
CCC1Nc2ncnc(N3CCCCC3)c2N(Cc2ccccc2)C1=O (configuration not stated) | -1 | 4 | 2 | 0 | 0 | 4.2 | . | 97 | 3
CC1=C(C(N)=O)C(c2cccs2)n2ncnc2N1 (configuration not stated) | -3 | 1 | -4 | 2 | -6 | 1.1 | -2 | 104 | 1
O=C(Nc1ccccn1)C1CCN(S(=O)(=O)c2ccc3c(c2)OCCCO3)CC1 | 2 | 0 | -13 | 3 | -2 | 3.1 | -20 | 95 | -2
Fc1ccc(N2CCN(Cc3cn[nH]c3-c3ccccc3)CC2)cc1 | -2 | 3 | 1 | 1 | 4 | -3.2 | 5 | 91 | -3
Cc1nn(C)c(C)c1S(=O)(=O)N1CCCC(C(=O)NC2CCCCC2)C1 (configuration not stated) | 0 | -3 | 5 | -2 | -3 | -1.6 | 14 | 103 | -7
CS/C(=N\N(C)C(N)=O)c1ccccc1 | -2 | -2 | -1 | -3 | -6 | 1.5 | -10 | 108 | 0
CC(C)(CC(=O)O)CC(=O)Nc1ccccc1Oc1ccccc1 | 1 | -2 | 8 | 3 | -8 | -1.2 | -7 | 101 | -5
O=C(NCCCN1CCCC1=O)c1cc(-c2cccnc2)nc2ccc(Cl)cc12 | 1 | 3 | -1 | 3 | -3 | 0.1 | 42 | 104 | -1
CSc1nsc2nc(=O)c(/C=C3\C=Nc4ccccc43)c(N)n12 | 3 | -16 | 1 | 4 | -2 | 0.4 | 3 | 104 | -4
Cc1cc(Cl)cc(Cl)c1OCCOc1cccc2cccnc12 | -3 | 10 | 2 | 3 | 13 | 4.0 | 5 | 97 | 0
O=C(CN(Cc1ccco1)C(=O)CNS(=O)(=O)c1ccccc1)NCc1ccc(F)cc1 | -1 | 2 | 2 | -2 | -6 | 2.5 | 14&-6 | 96 | 4
Cc1ccc(Nc2nc(N)nc(-c3oc4ccccc4c3C)n2)cc1 | 2 | -8 | -16 | 2 | 2 | 3.1 | -14 | 107 | 1
CC(C)c1ccccc1OCCCCCN1CCOCC1 | 0 | -2 | -10 | -4 | -3 | 0.8 | -6 | 75 | 3
CCOc1ccc(NC(=O)C2CCCN(c3nn4c(=O)cc(C)nc4s3)C2)cc1 (configuration not stated) | 5 | -4 | -21 | -1 | 1 | 2.2 | 1 | 87 | 1
Cn1c(=O)n(CCOc2ccccc2Cl)c2ccccc21 | -6 | -6 | 8 | 0 | -3 | 2.7 | -10 | 96 | -1
